High-throughput results: PubChem BioAssay, several laboratories
RGS8-Gao = human RGS8-Galphao interaction regulation | AID 1423 | multiplexed bead flow cytometry, RGS8-Galphao binding; actives lie on both sides | 220,000 compounds, 0.34% hits | P09471 | response (percent of control binding), % at 10 µM; in the data active means response below about 60% or above about 140%; inactive means in between;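 further: Galphao activated as the GDP aluminium fluoride complex binding bead-coupled RGS8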
Target sequence (P09471 whole entry, looked up): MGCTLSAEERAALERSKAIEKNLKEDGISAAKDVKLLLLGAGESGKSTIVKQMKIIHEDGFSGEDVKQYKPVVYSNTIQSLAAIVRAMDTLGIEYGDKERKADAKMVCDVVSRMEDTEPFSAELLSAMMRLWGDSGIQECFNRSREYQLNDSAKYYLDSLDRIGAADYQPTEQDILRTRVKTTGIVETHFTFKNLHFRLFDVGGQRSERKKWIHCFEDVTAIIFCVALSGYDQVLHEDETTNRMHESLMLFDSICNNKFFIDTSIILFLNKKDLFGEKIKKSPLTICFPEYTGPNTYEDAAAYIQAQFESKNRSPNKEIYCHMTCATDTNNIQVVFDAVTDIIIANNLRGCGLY
ABCB1 block = human ABCB1 inhibition, ABCG2 as counter-screen | inhibition, % at 6.6 µM | CCRF-Adr cells, JC-1 efflux, flow cytometry | 190,000 compounds, 0.067% hits | P08183; in the data active means inhibition above about 40%;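 further: 0% = vehicle and 100% = reference inhibitor; higher value means more JC-1 retained so stronger ABCB1 efflux block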
GSH bead fluor = GSH bead compound fluorescence profile; fluorescence (KMESF) at 10 µM; GSH beads flow cytometry, compound fluorescence 488/530 nm; hits give high values; AID 1776; 190,000 compounds, 0.25% hits; in the data active means fluorescence above about 89;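 further: glutathione beads carrying GST-tagged Bcl family fusion proteins plus one bare bead set; values are compound well signal with DMSO vehicle wells as background; inactives centre near 16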
RGS7-Gao reg = human RGS7-Galphao interaction regulation. binding response (% of control), % at 10 µM. P09471. 220,000 compounds, 0.35% hits. Multiplexed bead flow cytometry, RGS7-Galphao binding; actives lie on both sides. AID 1439; in the data active means binding response below about 49% or above about 150%; inconclusive means no clear call, values can overlap the other calls; inactive means in between;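 further: fluorescent Galphao held in activated GDP-AlF4 state binding bead-coupled RGS7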
Mcl1 Noxa PPI = disrupts binding of human Mcl-1 to Noxa peptide | Q07820 | TR-FRET Mcl-1/Noxa peptide binding, 2 h | inhibition, % at 21.7 µM | 220,000 compounds, 1.5% hits | AID 1022;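 active means compounds that cut the protein-peptide binding signal by more than 50% relative to plate controls in a single-dose test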;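 further: His-tagged Mcl-1 with rhodamine Noxa BH3 peptide and terbium anti-His antibody; 0% = Mcl-1 plus Noxa peptide wells and 100% = peptide-only wells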
RGS4-Gao reg = human RGS4-Galphao interaction regulation; P09471; Multiplexed bead flow cytometry, RGS4-Galphao binding; actives lie on both sides; binding response (% of control), % at 10 µM; 220,000 compounds, 0.33% hits; AID 1415; in the data active means binding response below about 49% or above about 150%; inactive means in between;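 further: fluorescent Galphao activated with aluminum fluoride binding bead-coupled RGS4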
Mcl1 Bid PPI = disrupts binding of human Mcl-1 to Bid peptide. Q07820. TR-FRET Mcl-1/Bid-Dy647 peptide binding, 1536-well. inhibition, % at 21.7 µM. 220,000 compounds, 0.97% hits. AID 1021;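 active means compounds that cut the binding signal by more than half at the single screening dose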;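 further: His-tagged Mcl-1 with europium anti-His antibody binding Bid BH3 peptide; 0% = Mcl-1 plus peptide wells and 100% = peptide-only wells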
Avidin fluor = compound fluoresces at 488/530 nm on avidin beads. fluorescence (KMESF) at 10 µM. compound fluorescence 488/530 nm, flow cytometry; hits give high values. AID 1775. 220,000 compounds, 0.38% hits; in the data active means fluorescence above about 47; further: inactives centre near 10
Mcl-1 Bim block = inhibitors of Bim-Mcl-1 interaction, human. Q07820. Bead-based flow cytometry, Bim peptide-Mcl-1 binding. inhibition, % at 10 µM. 190,000 compounds, 0.1% hits; in the data active means inhibition above about 40%;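 further: 0% = no compound tracer wells and 100% = peptide blocker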
Pf gamet viab = kills late stage P. falciparum gametocytes | inhibition, % at 10.9 µM | 150,000 compounds, 0.065% hits | P. falciparum stage V gametocytes, ATP luminescence, 24 h;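 active means inhibition above the mean plus 3 SD of compounds within the control limits, set per campaign, cut at about 38% in these data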;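 further: 0% = DMSO wells and 100% = medium only without gametocytes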
ABCG2 block = human ABCG2 inhibition, ABCB1 as counter-screen; IgMXP3 cells, JC-1 efflux, flow cytometry; inhibition, % at 6.6 µM; Q9UNQ0; 190,000 compounds, 0.1% hits;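 active means inhibition above 80%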;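 further: 0% = DMSO and 100% = nicardipine control wells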
Target sequence (Q9UNQ0 whole entry, looked up): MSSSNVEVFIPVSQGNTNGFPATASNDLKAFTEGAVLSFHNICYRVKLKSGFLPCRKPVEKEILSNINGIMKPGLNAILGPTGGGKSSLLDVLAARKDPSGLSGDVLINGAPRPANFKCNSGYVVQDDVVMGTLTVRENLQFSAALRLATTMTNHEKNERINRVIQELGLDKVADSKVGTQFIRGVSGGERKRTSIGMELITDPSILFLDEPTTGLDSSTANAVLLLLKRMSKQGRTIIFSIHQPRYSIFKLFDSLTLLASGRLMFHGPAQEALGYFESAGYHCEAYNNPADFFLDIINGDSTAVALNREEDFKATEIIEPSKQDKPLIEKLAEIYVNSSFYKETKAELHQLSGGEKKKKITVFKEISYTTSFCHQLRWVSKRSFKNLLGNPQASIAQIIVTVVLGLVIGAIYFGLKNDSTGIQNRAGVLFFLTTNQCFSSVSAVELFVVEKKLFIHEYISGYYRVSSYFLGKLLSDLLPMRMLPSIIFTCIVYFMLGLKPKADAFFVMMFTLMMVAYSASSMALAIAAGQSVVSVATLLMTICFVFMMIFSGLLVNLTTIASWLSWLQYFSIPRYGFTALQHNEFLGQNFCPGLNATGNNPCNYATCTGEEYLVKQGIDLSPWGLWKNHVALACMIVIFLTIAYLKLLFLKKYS
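Read-out basis: Efflux inhibition in percent versus controls | Test system: ABCG2 IgMXP3 and barcoded ABCB1 CCRF-Adr cell mix | Quantity: 3 million cells/mL in well | Schedule: 10 min at 25 °C | Control set: Nicardipine as high control, DMSO as low control | Reagent: JC-1 as fluorescent efflux pump substrate | Signal: Flow cytometry of retained JC-1 fluorescence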
An asterisk follows results filed as active; u = inconclusive; x = no result given.

1: O=C(Cn1ccc([N+](=O)[O-])n1)NCc1cccnc1
2: O=C(Cn1ccsc1=NC(=O)c1ccco1)c1ccccc1
3: COc1ccc2oc3ccccc3c(=O)c2c1
4: N#Cc1cc(Oc2cccc3cccnc23)c(-n2nnc3ccccc32)cc1C#N
5: O=Cc1nc(-c2ccc(Cl)cc2)n2ccccc12
6: Cc1ccsc1/C=N/Nc1ncnc2nc[nH]c12
7: S=C(Nc1ccccn1)NC1CCCC1
8: CS(=O)(=O)c1ccc2nc(NC(=O)CC3CCCC3)sc2c1
9: Cc1cccc(-n2c(-c3ccoc3C)n[nH]c2=S)c1
10: COc1cc(NC(=O)C2=C(N3CCOCC3)/C(=C\c3ccc(N(C)C)cc3)CCC2)cc(OC)c1OC

entry no.,1,2,3,4,5,6,7,8,9,10
Mcl-1 Bim block,-3,0,x,-6,-3,0,1,0,-5,3
GSH bead fluor,10,25,x,31,10,10,15,53,4,5
Mcl1 Bid PPI,-25,-44,2,-12,-10,-34,-31,-14,-64,0
Pf gamet viab,5,9,x,x,-11,-8,-26,x,x,x
RGS7-Gao reg,101,93,u,98,99,97,102,101,100,97
ABCG2 block,13,1,x,14,47,4,0,1,-2,-19
Mcl1 Noxa PPI,23,-12,1,6,-5,1,5,1,16,40
RGS8-Gao,99,100,97,100,100,101,102,107,97,97
RGS4-Gao reg,100,100,98,98,98,101,100,101,96,99
ABCB1 block,3.7,0.2,x,6.7,0.5,1.0,0.7,0.1,-0.9,-0.8
Avidin fluor,11,6,3,15,12,22,9,15,10,8

Copied from the list.
In Mcl1 Noxa PPI, cpd 5 shows -5
In RGS4-Gao reg, cpd 1 shows 100
In ABCG2 block, cpd 4 shows 14
In Mcl1 Bid PPI, cpd 3 shows 2
In RGS8-Gao, cpd 9 shows 97
In ABCB1 block, cpd 6 shows 1.0

2 of the compounds above, with bars between the fields:
item | SMILES | Mcl-1 Bim block | GSH bead fluor | Mcl1 Bid PPI | Pf gamet viab | RGS7-Gao reg | ABCG2 block | Mcl1 Noxa PPI | RGS8-Gao | RGS4-Gao reg | ABCB1 block | Avidin fluor
3 | COc1ccc2oc3ccccc3c(=O)c2c1 | x | x | 2 | x | u | x | 1 | 97 | 98 | x | 3
4 | N#Cc1cc(Oc2cccc3cccnc23)c(-n2nnc3ccccc32)cc1C#N | -6 | 31 | -12 | x | 98 | 14 | 6 | 100 | 98 | 6.7 | 15

Along the list, as entered above.
Compounds 1 to 10 in ABCB1 block, in turn: 3.7, 0.2, x, 6.7, 0.5, 1.0, 0.7, 0.1, -0.9, -0.8

Additional records.
11: COc1cc2ccccc2cc1C(=O)Nc1cccnc1
12: CN1CCC(=NNC(=O)CN(c2cccc(Br)c2)S(C)(=O)=O)CC1
13: O=S(=O)(c1cccc(-c2nnc(SCc3nc4ccccc4s3)o2)c1)N1CCOCC1
14: CCOc1ccc(Cc2nc(C)c(CC(=O)N3CCOCC3)c(=O)[nH]2)cc1
15: Cn1c(-c2ccc(F)cc2)cnc1NCc1cccc(F)c1
16: CC1(C)CC(=O)C=C(Nc2ccccc2O)C1
17: COc1ccc2[nH]c(=O)c(CN(CCO)C(=O)NCc3ccccc3)cc2c1
18: O=c1cc(Cn2nnc(-c3ccc(Cl)cc3)n2)nc2sccn12
19: Cc1nc(-c2ccc(O)c(O)c2)cs1
20: COc1ccc(C(=O)C2CCN(C(=O)c3ccc(C)cc3)CC2)cc1

entry no.,11,12,13,14,15,16,17,18,19,20
Mcl-1 Bim block,0,-8,-5,4,1,-2,0,-1,-2,0
GSH bead fluor,34,9,20,17,14,18,12,29,44,11
Mcl1 Bid PPI,-19,-1,-13,-8,14,-15,27,15,-89,-13
Pf gamet viab,x,-22,-6,x,x,x,x,x,x,-1
RGS7-Gao reg,104,89,97,101,98,104,96,100,105,100
ABCG2 block,39,-1,0,2,3,2,4,0,1,1
Mcl1 Noxa PPI,5,2,-12,-12,34,-8,22,25,44,20
RGS8-Gao,104,95,97,100,102,106,98,102,99,99
RGS4-Gao reg,104,79,99,101,102,102,94,102,107,101
ABCB1 block,0.4,0.2,0.2,0.1,0.2,0.7,0.9,0.2,-0.3,0.4
Avidin fluor,15,11,34,37,11,37,9,12,18,31

21: Cc1[nH]nc(SCC(=O)N2CCOCC2)c1[N+](=O)[O-]
22: COc1ccc(N2CC(C(=O)Nc3ccc(S(=O)(=O)N4CCOCC4)cc3)CC2=O)cc1 (stereo not given)
23: Cc1cc(C)cc(N(CC(=O)NCc2cccnc2)S(C)(=O)=O)c1
24: CCN(CC)CCNC(=O)C(=O)NCC1OCCN1S(=O)(=O)c1ccc2c(c1)OCCO2 (stereo not given)
25: NS(=O)(=O)c1ccc(NS(=O)(=O)c2cccs2)cc1
26: Cc1cc(C(=O)CSc2nnc(-c3ccccc3)o2)c(C)n1CC1COc2ccccc2O1 (stereo not given)
27: O=C(CSc1nc2ccccc2o1)N/N=C/c1ccccc1
28: Cc1ccc(/C=N/N2CCN(c3ccncc3S(=O)(=O)N3CCCCC3)CC2)cc1
29: CCCNC(=S)N1CCC(C(=O)c2ccc(OC)cc2)CC1
30: O=C(CSc1nnc(-c2cccc(S(=O)(=O)N3CCCC3)c2)n1-c1ccccc1)Nc1ccc(C(=O)O)cc1

entry no.,21,22,23,24,25,26,27,28,29,30
Mcl-1 Bim block,2,0,1,-4,-1,-3,-3,-5,-4,1
GSH bead fluor,8,13,17,11,48,11,16,28,16,14
Mcl1 Bid PPI,-7,6,-18,-17,7,-16,-15,-5,-78,-1
Pf gamet viab,-16,x,12,9,-25,x,-7,-8,8,0
RGS7-Gao reg,101,105,105,100,97,104,108,101,103,98
ABCG2 block,1,1,0,0,1,1,5,7,9,2
Mcl1 Noxa PPI,-8,15,0,-19,10,1,9,23,4,-7
RGS8-Gao,104,104,100,106,96,101,106,101,102,97
RGS4-Gao reg,101,108,106,104,95,102,108,102,101,97
ABCB1 block,0.1,0.1,-0.1,0.2,0.8,0.2,0.0,1.5,0.6,0.4
Avidin fluor,24,10,4,23,2,37,16,21,18,7

31: Cc1nn(C(C)C(=O)O)c2ccccc12 (stereo not given)
32: CCC(=O)N1CCc2cc(S(=O)(=O)NC(Cc3ccccc3)C(=O)NC3CCCCC3)ccc21 (stereo not given)
33: CC(=O)c1ccc(N(C)C)c2c(N(C)C)cccc12
34: Cc1csc(NC(=O)C(NS(=O)(=O)c2ccc(Br)s2)c2ccccc2)n1 (stereo not given)
35: Nc1cccc(-c2nc3ccccc3s2)c1
36: N#Cc1cnn(-c2ccc(F)cc2)c1N
37: Cc1ccc(CC(=O)Nc2ccncc2)cc1
38: NNc1nccc(Nc2ccccc2C(=O)O)n1
39: CCN1C/C(=C/c2ccc(N3CCOCC3)cc2)C(=O)/C(=C/c2ccc(N3CCOCC3)cc2)C1
40: CC(C)CCn1cnc2c(oc3nc4c(cc32)CCCC4)c1=O

entry no.,31,32,33,34,35,36,37,38,39,40
Mcl-1 Bim block,-7,-6,0,-3,-3,x,-1,0,-1,x
GSH bead fluor,33,22,21,29,23,x,18,16,16,x
Mcl1 Bid PPI,-7,3,-24,-5,-16,-8,-24,-64,-23,-12
Pf gamet viab,x,-10,-17,25,x,0,x,-22,4,19
RGS7-Gao reg,93,104,103,94,98,u,100,104,105,u
ABCG2 block,-6,2,0,5,5,x,0,-6,18,x
Mcl1 Noxa PPI,-1,4,-12,8,17,-7,-19,0,27,4
RGS8-Gao,100,107,102,100,99,98,107,101,102,95
RGS4-Gao reg,97,104,105,98,99,97,106,102,103,97
ABCB1 block,-1.5,8.2,0.3,0.4,0.1,x,-0.1,-0.6,1.3,x
Avidin fluor,14,13,9,14,20,2,3,15,23,6

41: CCOC(=O)CCC(=O)N1CCOCCOCCN(C(=O)CCC(=O)OCC)CCOCC1
42: Cc1ccn2c(Nc3ccccc3C)c(-c3cccnc3)nc2c1
43: Cc1cc(C(=O)OCC(=O)Nc2cc(C(F)(F)F)ccc2N2CCOCC2)c(C)o1
44: Cc1c(NC(=O)c2cc(-c3ccc(O)cc3)on2)c(=O)n(-c2ccccc2)n1C
45: CCOc1nc2ccccc2nc1NS(=O)(=O)c1ccccc1
46: COc1ccccc1-n1c(CNC(=O)COc2ccccc2)n[nH]c1=S
47: COc1ccc(S(=O)(=O)NC2CC3CCC2C3)cc1Cl (stereo not given)
48: O=C(CCCSc1nc2ccccc2[nH]1)N1CCN(c2ccccc2)CC1
49: Cc1cc(C)nc(Nc2n[nH]c(-c3ccccc3Br)n2)n1
50: O=C(CN1CCN(Cc2ccccc2)CC1)Nc1ccc(Cl)cn1

entry no.,41,42,43,44,45,46,47,48,49,50
Mcl-1 Bim block,0,-3,-1,x,-2,-4,0,2,-3,1
GSH bead fluor,41,18,57,x,25,9,22,33,16,65
Mcl1 Bid PPI,-27,-45,-39,-63,12,-25,-15,-8,-4,-25
Pf gamet viab,x,-7,x,15,x,x,x,0,-1,-22
RGS7-Gao reg,96,u,96,u,114,96,96,106,91,94
ABCG2 block,1,3,10,x,2,8,0,0,3,1
Mcl1 Noxa PPI,-18,5,6,11,-2,27,6,3,-30,4
RGS8-Gao,102,100,102,103,106,97,100,105,96,98
RGS4-Gao reg,101,104,97,98,123,99,97,107,96,101
ABCB1 block,0.5,1.0,1.2,x,1.1,1.4,-0.1,0.5,0.6,0.4
Avidin fluor,11,9,9,5,29,10,17,9,12,9

Part of the list above, showing only RGS4-Gao reg and GSH bead fluor:
No. | mol | RGS4-Gao reg | GSH bead fluor
42 | Cc1ccn2c(Nc3ccccc3C)c(-c3cccnc3)nc2c1 | 104 | 18
43 | Cc1cc(C(=O)OCC(=O)Nc2cc(C(F)(F)F)ccc2N2CCOCC2)c(C)o1 | 97 | 57
44 | Cc1c(NC(=O)c2cc(-c3ccc(O)cc3)on2)c(=O)n(-c2ccccc2)n1C | 98 | x

The listing continues.
51: Cc1cc(C)c2cc(CN(CCO)C(=O)NC3CCCCC3)c(=O)[nH]c2c1
52: O=C(COC(=O)c1ccccc1)NCC1CCCO1 (stereo not given)
53: Cc1ccc(N/C(=N/S(=O)(=O)c2cccs2)c2ccccc2)c(C)c1
54: Cc1ccccc1NC(=O)Cn1c(C)nc2ccc(N)cc2c1=O
55: O=C(CSc1ncnc2ccccc12)NCc1ccc2c(c1)OCO2
56: COc1ccc(-n2nc([N+](=O)[O-])c(=NC3CCN(Cc4ccccc4)CC3)n2O)cc1

entry no.,51,52,53,54,55,56
Mcl-1 Bim block,x,0,-3,-1,2,-2
GSH bead fluor,x,25,12,45,13,10
Mcl1 Bid PPI,-4,-11,-4,-60,12,-12
Pf gamet viab,-18,x,-17,x,x,5
RGS7-Gao reg,u,102,103,99,u,97
ABCG2 block,x,5,0,0,18,6
Mcl1 Noxa PPI,-10,15,-10,8,11,2
RGS8-Gao,100,104,99,98,97,99
RGS4-Gao reg,99,101,100,100,96,96
ABCB1 block,x,1.0,0.0,0.1,2.7,1.9
Avidin fluor,6,7,12,5,14,12
